High-throughput results: PubChem, several laboratories
MEKK2mut PB1 HTS = MEK5 binding signal on mutant MEKK2 PB1, primary screen, biochemical, multiplex bead flow cytometry, Alexa488-MEK5. Alexa488-MEK5 binding to MEKK2 mutant. AID 1530, 2009. actives 0.35% (n = 290,000). percent response, % at 10 µM; in the data active = percent response above about 24%, passing the limit was not always enough; note: inactives centre near 1; some results filed as inactive read as strong as hits; reference of the scale not given here
DNA FID counter = compounds displacing fluorescent DNA intercalator, primary screen, artefact control for HCV NS3 helicase inhibitor project, biochemical, FID fluorescence; inhibition, % at 7.9 µM; actives 0.17% (n = 290,000); DNA fluorescent intercalator displacement; in the data active = inhibition above about 37%;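 note: 0% = vehicle and 100% = reference compound; higher means more ethidium bromide displaced from hairpin DNA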
MEKK3 PB1 HTS = modulators of MEKK3-MEK5 PB1 binding, primary screen, biochemical, wildtype MEKK3, multiplex bead flow cytometry, Alexa488-MEK5; Mitogen-activated protein kinase kinase kinase 3 (Homo sapiens), Q99759; bead-based flow cytometry, Alexa488-MEK5 binding to MEKK3; actives lie on both sides; 0 = blocked by unlabeled MEK5, 100 = vehicle; binding response (% of control), % at 10 µM; actives 1.4% (n = 290,000);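 active = binding response more than 3 SD above or below the average of its plate-row segment, actives on both sides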;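 note: Alexa488 bead fluorescence after subtracting the streptavidin-only scavenger bead signal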
Target sequence (Q99759 whole entry, looked up): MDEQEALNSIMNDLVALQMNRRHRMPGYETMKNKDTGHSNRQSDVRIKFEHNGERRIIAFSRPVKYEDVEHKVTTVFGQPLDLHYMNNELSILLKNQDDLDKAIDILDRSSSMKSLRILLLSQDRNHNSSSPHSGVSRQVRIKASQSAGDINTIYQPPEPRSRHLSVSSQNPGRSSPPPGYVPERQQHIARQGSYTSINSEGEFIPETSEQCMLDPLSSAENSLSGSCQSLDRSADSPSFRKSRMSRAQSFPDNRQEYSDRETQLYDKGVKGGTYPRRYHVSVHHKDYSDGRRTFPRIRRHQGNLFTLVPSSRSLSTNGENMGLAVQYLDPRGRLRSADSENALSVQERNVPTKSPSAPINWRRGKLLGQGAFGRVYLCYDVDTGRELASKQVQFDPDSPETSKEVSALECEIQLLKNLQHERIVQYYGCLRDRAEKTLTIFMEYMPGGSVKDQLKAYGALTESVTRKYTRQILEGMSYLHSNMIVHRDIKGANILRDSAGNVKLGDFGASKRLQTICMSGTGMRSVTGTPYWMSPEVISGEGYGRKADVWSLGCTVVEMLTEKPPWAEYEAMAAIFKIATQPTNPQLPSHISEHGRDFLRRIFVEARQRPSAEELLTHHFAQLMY
MEKK2wt PB1 HTS = modulators of MEK5 binding to wildtype MEKK2, primary screen, biochemical, multiplex bead flow cytometry, Alexa488-MEK5 | Mitogen-activated protein kinase kinase kinase 2 (Homo sapiens), Q9Y2U5 | Alexa488-MEK5 binding to MEKK2 WT; actives lie on both sides | binding response (% of control), % at 10 µM | actives 1.1% (n = 290,000); in the data active = binding response below about 67% or above about 130%
GalR3 antag = GalR3 antagonists in HEK293 cells, primary screen, cell-based, fluorescence readout. Galanin receptor type 3 (Homo sapiens), O60755. HEK293 GalR3-CNG cAMP membrane potential fluorescence; galR3 body fused to GalR1 C-terminus. inhibition, % at 3 µM. actives 0.44% (n = 360,000). AID 651719, 2012;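 active = inhibition above the screen-wide average plus 3 SD, cut at about 13% in these data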;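 note: forskolin and galanin both at EC90 stimulate the cells; cAMP rise reported by CNG channel membrane potential dye signal; 0% = forskolin plus galanin with DMSO and 100% = forskolin alone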
Target sequence (O60755 1-299 limits assumed): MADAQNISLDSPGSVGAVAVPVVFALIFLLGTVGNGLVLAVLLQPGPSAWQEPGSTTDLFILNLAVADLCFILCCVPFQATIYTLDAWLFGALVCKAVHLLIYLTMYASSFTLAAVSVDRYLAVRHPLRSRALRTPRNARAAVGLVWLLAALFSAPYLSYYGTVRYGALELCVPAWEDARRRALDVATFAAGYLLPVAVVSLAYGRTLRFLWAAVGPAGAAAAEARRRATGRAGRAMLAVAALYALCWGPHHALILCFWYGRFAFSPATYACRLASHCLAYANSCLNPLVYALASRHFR
HCV NS3 hel inh = inhibitors of HCV NS3 helicase, primary screen, biochemical, Cy5 molecular beacon fluorescence; Hepatitis C virus NS3 helicase; NS3 helicase DNA unwinding; inhibition, % at 10.9 µM; actives 0.56% (n = 290,000); AID 1800, 2009;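 active = inhibition above the mean of all tested compounds plus 3 SD, set per campaign, cut at about 35% in these data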;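 note: 0% = DMSO wells and 100% = thioflavine S control wells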
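Assay system – hepatitis C virus NS3 helicase domain fragment enzyme · Buffer or medium – MOPS pH 6.5, MgCl2, DTT, Tween20, BSA · Reagent – Cy5/quencher beacon DNA duplex and ATP to start · Compound – single 10.9 µM dose · Timing – 1 h at 25 °C · Technique – Cy5 beacon fluorescence read at start and 1 h · Measure – % inhibition of unwinding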
UBC9 SUMO inh = inhibitors of in vitro SUMOylation cascade, primary screen, biochemical, HTRF, uHTS | SUMO-conjugating enzyme UBC9 (Homo sapiens), P63279 | HTRF SUMOylation assay, SAE1/SAE2 + UBC9 | inhibition, % at 35 µM | actives 0.36% (n = 290,000) | AID 2006, 2009; in the data active = inhibition above about 50%, passing the limit was not always enough; note: strong numbers were not always called active
Target sequence (P63279 whole entry, looked up): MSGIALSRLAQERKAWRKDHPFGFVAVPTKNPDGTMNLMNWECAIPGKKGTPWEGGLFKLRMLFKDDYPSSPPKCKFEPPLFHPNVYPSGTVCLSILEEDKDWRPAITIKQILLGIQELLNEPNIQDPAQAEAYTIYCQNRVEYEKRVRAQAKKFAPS
CRFBP-R2 agonist = agonists of CRF-BP/CRF-R2 complex, primary screen, cell-based, HEK293, calcium dye fluorescence, uHTS. actives 0.46% (n = 350,000). calcium dye fluorescence (FLIPR); percent of saturating CRF peptide response. activation, % at 13.2 µM;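 active = activation of at least 50%, plus an integration ratio under a set limit after plate pattern correction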;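 note: plate controls were neutral control wells without compound for no effect and CRF at EC100 for full effect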
CRFBP-R2 block = antagonists of CRF-BP/CRF-R2 complex, primary screen, cell-based, HEK293, calcium dye fluorescence, uHTS; actives 0.59% (n = 350,000); CRF-induced calcium fluorescence; inhibition, % at 11.8 µM;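 active = inhibition of the ligand-induced calcium signal above about 50% at the single tested concentration, limit read from the data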
The depositor's hits bear a star; nt = no result given. The list is partial, so the mix of outcomes need not match the whole.

no.	SMILES	MEKK2mut PB1 HTS	DNA FID counter	MEKK3 PB1 HTS	MEKK2wt PB1 HTS	GalR3 antag	HCV NS3 hel inh	UBC9 SUMO inh	CRFBP-R2 agonist	CRFBP-R2 block
1	O=C(COC(=O)Cc1ccccc1F)Nc1cc(S(=O)(=O)N2CCOCC2)ccc1N1CCCC1	10	-21	98	101	-5	-6	21	-10	10
2	CCC(=O)NC(=S)Nc1cccc(NC(=O)CC)c1	-1	3	98	96	-4	5	9	2.8	-14
3	CCNC(=O)N1CCC(n2nccc2NC(=O)CCCc2ccccc2)CC1	-7	-10	97	94	-3	2	-6	0.3	-15
4	C/C(CC(=O)Nc1cccc(F)c1)=N\NC(=O)c1ccncc1	-1	-14	102	102	-8	-4	-8	-0.8	-3
5	O=C(O)CCN1C(=O)c2ccc(NC(=O)CSc3ccccc3)cc2C1=O	2	-15	96	92	1	-15	14	2.6	12
6	O=C(CN1CCCN(S(=O)(=O)c2ccc(F)cc2)CC1)Nc1cccc(F)c1	5	-13	105	108	-8	-18	-8	-1.1	4
7	CCOCCCNC(=O)CSCc1nc(-c2ccc(SC)cc2)oc1C	1	-33	96	101	-6	17	12	0.3	7
8	Cc1c(NC(=O)/C(C#N)=C/c2c(Oc3ccccc3)nc3ccccn3c2=O)c(=O)n(-c2ccccc2)n1C	17	-20	97	123	0	6	17	-1.5	-10
9	CCn1cc(C(=O)NCCCN2CCCC(C)C2)c(=O)c2cc(S(=O)(=O)N(C)C3CCCCC3)ccc21 (centres undefined)	-4	23	97	103	1	-85	4	-0.3	-8
10	Cc1cc(C)c(NC(=O)CS(=O)CC(=O)N2CCN(c3ccccc3)CC2)c(C)c1 (centres undefined)	-2	-21	96	102	-8	7	-8	1.5	1
11	COc1ccc(OC)c(NC(=O)CCN2CC(C)OC(C)C2)c1 (centres undefined)	3	-6	100	98	-5	4	4	-0.2	8
12	Nc1ncncc1-c1ccc2ccccc2c1	3	-3	110	108	-7	2	22	-1.7	-4
13	O=C(C1CC(=O)N(c2ccccc2)C1)N1CCN(c2ccccc2F)CC1 (centres undefined)	3	-34	100	101	-2	1	1	-0.1	-8
14	O=C(NNS(=O)(=O)c1ccc(Cl)cc1Cl)c1cc2ncc(C(F)(F)F)cc2s1	-3	-33	90	89	-1	15	7	1.2	1
15	CCN(CC)S(=O)(=O)c1cccc(-c2csc(C)n2)c1	6	-20	100	106	-1	-3	6	-0.7	-1
16	O=S(=O)(NC1CCCCC1N1CCN(c2ccc(F)cc2)CC1)c1ccccc1 (centres undefined)	-2	14	98	98	-3	-2	-14	-0.3	-13
17	CCC1S/C(=N\S(=O)(=O)c2cccs2)N(C2CCCCC2)C1=O (centres undefined)	8	-18	102	104	-3	6	9	1.8	33
18	COc1ccc(O)c(C(=O)c2cc(SCC(=O)O)c3nc4sc5c(c4c(=O)n3c2)CCCC5)c1	11	-9	101	102	-7	33	21	-4.6	20
19	COc1ccc(NC(=O)Cn2nnc(C(=O)NCc3cccs3)c2N)c(OC)c1	0	-16	102	102	-3	-2	-14	-2.1	16
20	O=C(CCN1C(=O)C2C3C=CC(C3)C2C1=O)Nc1ccccn1 (centres undefined)	2	-4	102	101	-7	8	8	0.6	12
21	CC(=O)C1=C(C)NC(=O)CC1c1ccc(F)cc1 (centres undefined)	-1	-3	100	97	-7	6	11	-0.3	13
22	CCCCCCN1CC(=O)N2[C@@H](Cc3c([nH]c4ccccc34)C2(C)C)C1=O	-1	-32	100	97	-8	-10	-14	0.0	-2
23	CN1/C(=C/C2CC(=O)N(c3ccc([N+](=O)[O-])cc3)C2=O)C(C)(C)c2ccccc21 (centres undefined)	5	-4	104	102	-4	7	-5	-0.5	-14
24	CCOC(=O)c1cc2sccc2n1CC(=O)Nc1ccc(OC)cc1	-1	-1	100	99	0	5	0	1.8	8
25	Cc1cccc(NC(=O)c2ccc(Cl)c(S(=O)(=O)N3CCCC3)c2)n1	6	-21	98	102	5	3	3	-0.5	-1
26	O=C(/C=C\c1cccs1)N1CCN(Cc2ccc3c(c2)OCO3)CC1	0	-18	102	96	-8	-2	16	-2.2	-6
27	CNC[C@H](CC1CCCCC1)NC[C@H](CO)NCCc1cccc(C(F)(F)F)c1	6	34	104	152*	-6	-75	8	7.1	-15
28	CC1CCC(C(C)C)C(OP(=O)(c2ccccc2)C(O)c2ccncc2)C1 (centres undefined)	6	-21	105	107	-6	-6	-1	0.9	-11
29	c1ccc2c(-c3nnc(SCc4cn5ccccc5n4)o3)c[nH]c2c1	3	-6	96	96	2	-3	14	-0.8	10
30	Cc1ccc2c(c1)N(C)/C(=C/c1cccc[n+]1CCO)S2	6	-1	101	106	-9	1	-6	2.6	-5

An excerpt from above in order of their number in CRFBP-R2 agonist, largest number first.
| no. | Compound | MEKK2mut PB1 HTS | MEKK3 PB1 HTS | MEKK2wt PB1 HTS | GalR3 antag | HCV NS3 hel inh | UBC9 SUMO inh | CRFBP-R2 agonist | CRFBP-R2 block |
| --- | --- | --- | --- | --- | --- | --- | --- | --- | --- |
| 21 | CC(=O)C1=C(C)NC(=O)CC1c1ccc(F)cc1 (centres undefined) | -1 | 100 | 97 | -7 | 6 | 11 | -0.3 | 13 |
| 25 | Cc1cccc(NC(=O)c2ccc(Cl)c(S(=O)(=O)N3CCCC3)c2)n1 | 6 | 98 | 102 | 5 | 3 | 3 | -0.5 | -1 |
| 26 | O=C(/C=C\c1cccs1)N1CCN(Cc2ccc3c(c2)OCO3)CC1 | 0 | 102 | 96 | -8 | -2 | 16 | -2.2 | -6 |

Remaining list, next part.
no.	SMILES	MEKK2mut PB1 HTS	DNA FID counter	MEKK3 PB1 HTS	MEKK2wt PB1 HTS	GalR3 antag	HCV NS3 hel inh	UBC9 SUMO inh	CRFBP-R2 agonist	CRFBP-R2 block
31	O=C(NCc1ccccc1)N(Cc1nc2ccccc2c(=O)[nH]1)C1CCCC1	1	-7	101	103	-4	-4	4	-0.1	4
32	S=c1[nH]nc(CSCc2ccccc2Cl)n1-c1ccccc1	0	-22	103	100	-5	6	-3	-0.1	-3
33	COCCNC(=O)C1CCC(CNS(=O)(=O)c2ccccc2)CC1 (centres undefined)	9	-8	106	110	-8	-2	11	0.4	1
34	O=C(COc1ccc2ccccc2c1)N[C@@H](C(=O)O)c1ccc(O)cc1	-2	-21	98	100	-10	43*	1	-1.6	10
35	Cc1cc(=O)oc2c(C)c(OC3CCCCC3=O)ccc12 (centres undefined)	5	-12	103	107	-6	4	13	-0.8	1
36	CCCCOc1ccc(C(=O)NC)cc1	2	-2	98	103	2	8	-9	-2.7	13
37	COc1ccc(-c2nn3cnnc3s2)cc1OC	1	-3	102	99	-1	-3	1	0.1	-3
38	O=C(CN1C(=O)COc2ccccc21)NCCCN1CCc2ccccc2C1	4	7	101	108	-3	1	14	-1.4	-8
39	CCOc1nc(-c2ccccc2Cl)nc2ccccc12	2	-6	98	100	-6	2	-9	-0.2	6
40	COc1ccc(S(=O)(=O)N2CCN(C(=S)NCC3CCCO3)CC2)cc1OC (centres undefined)	4	-19	101	106	2	1	7	0.1	-2
41	Cc1ccc(Oc2nnc(-c3ccc(C)cc3)c3ccccc23)cc1	-1	-3	122	100	2	10	5	-0.2	-16
42	CC(C)(C)NC(=O)c1cccnc1Sc1ccccc1	4	-4	104	107	-2	-12	10	2.5	-3
43	COc1ccc(NC(C)=O)cc1NC(=O)c1ccc(C#N)cc1	-11	-5	99	86	-6	10	-15	-0.1	-11
44	CCS(=O)(=O)N1CCN(C(=O)CCC2CCCC2)CC1	-7	-3	88	84	-5	-2	-7	2.9	9
45	CCOC(=O)C1=C(C)N=c2s/c(=C\c3ccc(OCC(=O)O)cc3)c(=O)n2C1c1ccc(OC(C)C)cc1 (centres undefined)	-2	-5	103	99	-1	16	nt	11	-35
46	Cc1cc(NC(=O)C2C3C(=O)N(c4cccnc4)C(C(=O)NC(C)(C)C)C34C=CC2(C)O4)no1 (centres undefined)	-9	-1	103	90	3	-1	5	-3.5	-1
47	CC(=O)c1c(C)nc(C)nc1NC(=O)Cc1ccccc1	4	1	106	111	1	1	-6	-1.6	-11
48	O=C(NCCOC(=O)c1cccs1)c1cccnc1	5	1	103	104	-3	-2	-2	0.7	1
49	O=C(N/C(=C\c1ccc(O)cc1)C(=O)N1CCCCC1)c1ccccc1	-1	-14	97	94	-9	4	7	1.2	-5
50	Cc1ccc(C(=O)c2cc3c(cc2N)OCCO3)cc1	5	2	104	104	4	-10	-15	-2.1	0
51	c1ccc2[nH]c(-c3nc4ccccc4[nH]3)nc2c1	-3	3	99	94	-3	6	3	0.6	0
52	COc1ccccc1CNC(=O)C1COc2ccccc2O1 (centres undefined)	-1	-9	97	101	1	2	-19	-0.9	3
53	O=C(CSc1ccc(F)cc1)NC(=O)NCc1ccccc1	11	-11	104	106	1	-2	18	-0.7	-1
54	C=CCN(C(=O)c1csnn1)C(C(=O)NCc1ccc(F)cc1)c1sccc1C (centres undefined)	4	-34	100	102	-10	8	0	0.5	-5
55	CCC(C)C(=O)Nc1ccc(S(=O)(=O)N2CCCC2)cc1 (centres undefined)	10	0	107	106	-11	0	4	1.4	-9
56	NC(=O)COC(=O)c1ccc(Cl)c(S(=O)(=O)N(Cc2ccccc2)c2ccc(Cl)cc2)c1	20	-23	104	110	-2	6	2	-1.4	8
57	O=C(C1CCCCN1S(=O)(=O)c1ccccc1)N1CCN(C(c2ccccc2)c2ccccc2)CC1 (centres undefined)	9	-24	104	101	-4	-6	-11	4.5	23
58	O=C(Nc1ccc2c(c1)OCO2)C1CC(=O)N(c2cccc(Cl)c2)C1 (centres undefined)	4	-12	101	99	3	-6	8	-2.3	10
59	CC(Cc1c[nH]c2ccccc12)NC(=O)C1CCCNC1=O (centres undefined)	7	-2	105	106	-1	-9	-5	-1.1	3
60	CCc1sc(NC(C)=O)nc1-c1ccccc1	-1	-8	108	100	5	-6	18	-0.2	-9
61	O=C(NCCc1c[nH]c2ccccc12)c1ccc2[nH]c(=O)c(=O)[nH]c2c1	-2	-7	102	104	-3	4	2	-0.6	1
62	CC1CCCCN1S(=O)(=O)c1ccc(C(=O)N2CCOCC2)cc1 (centres undefined)	-1	-19	97	94	-6	17	-1	-1.2	-3
63	CC(C)C1Cc2c(sc3c2c(=O)n(-c2ccccc2)c2n[nH]c(=S)n32)CO1 (centres undefined)	-18	-16	92	97	4	6	10	-1.5	-6
64	CCCc1nnc(SCc2ccc(OCC)cc2)n1N	nt	-3	nt	nt	-1	0	0	-5.7	8
65	COc1ccc2[nH]c(=O)c(C(c3nnnn3CC3CCCO3)N3CCc4ccccc4C3)cc2c1 (centres undefined)	-5	0	94	95	-2	8	31	-0.4	-5
66	COc1ccc(/C=N/NC(=O)Cn2cnc3ccccc3c2=O)cc1	4	-7	104	106	-12	4	-5	4.5	23
67	COC(=O)Cn1ncc(N2C3CC(CC(C)(C)C3)C2C)c(Cl)c1=O (centres undefined)	-2	-23	93	95	-2	1	8	-2.0	-3
68	CCOC(=O)N1CCC(NC(=O)CCN2C(=O)COc3ccccc32)CC1	2	-6	103	105	-11	0	-5	0.1	3
